# Screens as filed in PubChem BioAssay.
# mcGAS inh – mouse cGAS inhibition by luminescence; AID 1259399; 0.15% of 160,000 active; inhibition, % at 12.5 µM; Q8C6L5; recombinant cGAS, Kinase-Glo ATP depletion luminescence;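 note: 0% = negative control wells and 100% = reference inhibitor with no enzyme activity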
# hcGAS lum – human cGAS inhibition. recombinant h-cGAS, ATP depletion, Kinase-Glo luminescence. inhibition, % at 12.5 µM. 0.081% of 290,000 active;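 note: 0% = vehicle reaction and 100% = reaction without DNA for no activity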
# Target sequence (Q8N884 whole entry, looked up): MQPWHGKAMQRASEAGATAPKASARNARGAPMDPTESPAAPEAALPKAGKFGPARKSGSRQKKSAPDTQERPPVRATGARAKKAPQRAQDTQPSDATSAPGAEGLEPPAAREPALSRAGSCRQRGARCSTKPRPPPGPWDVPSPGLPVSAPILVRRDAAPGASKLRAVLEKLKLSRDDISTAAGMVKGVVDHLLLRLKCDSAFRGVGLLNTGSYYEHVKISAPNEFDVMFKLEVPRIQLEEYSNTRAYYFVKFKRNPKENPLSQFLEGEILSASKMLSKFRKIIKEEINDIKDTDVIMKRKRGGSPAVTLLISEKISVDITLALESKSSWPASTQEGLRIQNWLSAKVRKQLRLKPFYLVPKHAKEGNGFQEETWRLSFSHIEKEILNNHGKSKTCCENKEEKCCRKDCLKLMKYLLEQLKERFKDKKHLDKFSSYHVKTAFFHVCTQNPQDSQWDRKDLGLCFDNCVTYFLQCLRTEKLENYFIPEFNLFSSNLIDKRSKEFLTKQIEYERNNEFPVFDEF
# NPYLR7 ag – mosquito NPYLR7 agonism; activation, % at 10 µM; HEK293T NPYLR7/Galpha15, GCaMP6s calcium fluorescence; 0.15% of 270,000 active; in the data active = activation above about 40%;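 note: 0% = vehicle and 100% = reference agonist at the receptor; some compounds past the cut are filed as inactive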
# Numbers without * were called inactive; . = not tested or not shown. Cut-off read from the data, not from the text of the source, unless noted: active = inhibition above about 40%; inactive = the rest.
# Below each SMILES – mcGAS inh | hcGAS lum | NPYLR7 ag
- O=C(Cn1c(-c2ccc(Cl)cc2)n[nH]c1=S)Nc1nnc(C2CC2)s1
 : . | -10 | 1
- Cc1ccccc1C1c2ccsc2CCN1C(=O)CN(C(=O)COc1ccccc1)C1CCCCC1 (stereo not drawn)
 : -3 | -1 | 17
- Cc1cccc(C2c3cccn3-c3ccccc3N2C(=O)CN(C(=O)C2C[C@H]2c2ccccc2)C2CC2)c1 (stereo partly drawn)
 : 0 | -1 | -3
- CCn1cc(S(=O)(=O)Nc2cccc(Oc3ccncc3)c2)cn1
 : . | -6 | 1
- O=C(CCn1cnc2ccccc2c1=O)NCC1(N2CCOCC2)CCCCC1
 : . | -6 | 8
- COc1ccc(N2C(=O)c3ccccc3NC2c2ccc(OC)c(COc3ccc(NC(C)=O)cc3)c2)cc1 (stereo not drawn)
 : -7 | -5 | 9
- COCCCN(CC(=O)N1CCc2sccc2C1COc1ccc(Cl)c(C)c1)C(=O)c1cccc(OC)c1 (stereo not drawn)
 : -5 | -2 | 14
- CCOP(=O)(Cc1ccc(NC(=O)Nc2cccc(F)c2)cc1)OCC
 : -4 | -1 | -8
- O=C(CSc1ncccc1C(=O)N1CCC(Cc2ccccc2)CC1)Nc1ccc(F)c(F)c1
 : -3 | -4 | -3
- O=C(CCc1ccccc1Br)NCC1CCCC(O)C1 (stereo not drawn)
 : . | -10 | 7
- CCN(CC)S(=O)(=O)c1ccc2c(c1)nc(SCc1ccc(SC)cc1)n2C(C)C
 : -4 | 1 | 6
- Fc1ccc(C=Cc2ccc3ccccc3n2)cc1
 : . | -1 | 2
- Cc1ccc(C(=O)NC2CC2)cc1NC(=O)N1C2CCC1CC(O)C2 (stereo not drawn)
 : . | -11 | 0
- COc1ccc(CCN2CC(NC(=O)Cc3cccnc3)CC2=O)cc1 (stereo not drawn)
 : . | 2 | 16
- Cc1cc(C)nc(N(C#N)CC(=O)Nc2ccc(Cl)cc2)n1
 : -4 | -6 | -6
- CC(C)[C@H](NC(=O)CCCOc1ccccc1)c1nnc2c(C(F)(F)F)cccn12
 : -2 | -1 | -10
- CC1(C)CC[C@]2(C(=O)O)CC[C@]3(C)C(=CCC4[C@@]5(C)CC[C@H](O)[C@@](C)(CO)C5CC[C@]43C)C2C1 (stereo partly drawn)
 : . | 0 | -6
- CN(CCc1ccccn1)c1ncccc1CNC(=O)c1ccc2occc2c1
 : . | -5 | 4
- CN(CC(=O)NC(C)(C)C)Cc1nc(-c2cc3ccccc3o2)cs1
 : . | 2 | -4
- CCOC(=O)c1ccc2c(c1)NC(=O)C(C)N2C(=O)c1cccc2c1OCO2 (stereo not drawn)
 : -13 | -10 | 4
- CC(C)(C)c1ccc(/C=C/C(=O)n2cccn2)cc1
 : . | -2 | -8
- Cc1nnc(SCc2cccc(C(F)(F)F)c2)n1-c1cccc(Cl)c1
 : -4 | -6 | 24
- CN(C)c1ccc(CC(=O)N2CCCC(N(C)C)CC2)cc1 (stereo not drawn)
 : . | -4 | -6
- Cc1ccccc1S(=O)(=O)N1CCC(c2nc(-c3ccccc3F)no2)CC1
 : -4 | -8 | 23
- CCCCCc1nc2c(Cl)cc(Cl)cn2c1Nc1c(C)cccc1C
 : -9 | -5 | .
- Cc1ccccc1NC(=O)N1CCC2(CC1)SCCN2C(=O)CCc1ccccc1
 : -4 | -3 | -1
- COCCCNC(=O)CCCCn1c(=S)[nH]c2c(sc3ccccc32)c1=O
 : . | 4 | -5
- COc1ccc(OC)c(/C=C2/SC(=S)N(c3ccccc3OC)C2=O)c1
 : . | -3 | -1
- CN1CCN2CCN(Cc3ccc4[nH]ccc4c3)CC2C1 (stereo not drawn)
 : . | -2 | 5
- COc1ccc(NC(=O)CSc2cn(CC(=O)N3CC(C)OC(C)C3)c3ccccc23)cc1OC (stereo not drawn)
 : -7 | -8 | -3

# An excerpt from above, showing only hcGAS lum and NPYLR7 ag.
canonical_smiles | hcGAS lum | NPYLR7 ag
CN(C)c1ccc(CC(=O)N2CCCC(N(C)C)CC2)cc1 (stereo not drawn) | -4 | -6
Cc1ccccc1S(=O)(=O)N1CCC(c2nc(-c3ccccc3F)no2)CC1 | -8 | 23

# Next part
# Below each SMILES – mcGAS inh | hcGAS lum | NPYLR7 ag
- O=C(C1=CCCCC1)N1CCC2(CCCN(Cc3ccc(F)c(F)c3)C2)C1 (stereo not drawn)
 : -8 | -5 | -2
- O=C(c1cn[nH]c1-c1ccc(F)cc1)N1CCC(C(=O)N2CCCCCC2)CC1
 : . | -3 | 16
- Cc1c(F)cccc1NC(=O)CN1CCC(Cc2noc(C3CC3)n2)CC1
 : . | -7 | 7
- c1csc(-c2nc(SCCN3CCCCC3)[nH]c2-c2cccs2)c1
 : . | 0 | -3
- O=C(NCc1cccnc1)c1cnn2c1NC(c1cccs1)CC2C(F)(F)F (stereo not drawn)
 : 1 | 2 | -8
- COC(=O)Cn1c(O)c(N=NC(=O)CNC(=O)/C=C/c2ccco2)c2ccccc21
 : -4 | -4 | 10
- O=C(CS(=O)(=O)Cc1ccccc1)N(CC1CCCO1)c1nc2c(F)cccc2s1 (stereo not drawn)
 : 2 | -1 | -12
- O=C(COc1ccc(-c2nnco2)cc1)N(C1=CCCCC1)C1CC1
 : . | -7 | 2
- CCOC(=O)CCCNC(=O)N1CCN(c2ccc(NC(=O)c3ccco3)cn2)CC1
 : -8 | -4 | 22
- Cc1ccc(C(=O)Nc2ccc(NC(=O)C(C)C)cc2)o1
 : . | -17 | 11
- CN(C)S(=O)(=O)Nc1ccc2c(c1)c1c(n2S(=O)(=O)N(C)C)CC(C)(C)CC1=O
 : . | -2 | -2
- CCN(CC)c1c(C)nc2ccc(C(=O)NCCc3ccccn3)cn12
 : 0 | -5 | -5
- Cc1cc(=O)n2c(n1)SCC2CC(=O)NCC1CCCO1 (stereo not drawn)
 : . | -4 | -5
- CCCCCCn1c(CN2CCOCC2)nc2c1c(=O)[nH]c(=O)n2C
 : . | -6 | 0
- CC(CCc1ccccc1)NC(=O)c1ccc(CN2CCn3cccc3C2c2ccoc2)o1 (stereo not drawn)
 : . | -11 | 19

# Part of the list above in order of molar mass, ascending.
# Below each SMILES – mcGAS inh | hcGAS lum | NPYLR7 ag
- O=C(COc1ccc(-c2nnco2)cc1)N(C1=CCCCC1)C1CC1
 : . | -7 | 2
- Cc1c(F)cccc1NC(=O)CN1CCC(Cc2noc(C3CC3)n2)CC1
 : . | -7 | 7
- O=C(C1=CCCCC1)N1CCC2(CCCN(Cc3ccc(F)c(F)c3)C2)C1 (stereo not drawn)
 : -8 | -5 | -2
- O=C(NCc1cccnc1)c1cnn2c1NC(c1cccs1)CC2C(F)(F)F (stereo not drawn)
 : 1 | 2 | -8
- O=C(CS(=O)(=O)Cc1ccccc1)N(CC1CCCO1)c1nc2c(F)cccc2s1 (stereo not drawn)
 : 2 | -1 | -12

# Copied from the results shown for reference:
# Below each SMILES – mcGAS inh | hcGAS lum | NPYLR7 ag
- CCOC(=O)CCCNC(=O)N1CCN(c2ccc(NC(=O)c3ccco3)cn2)CC1
 : -8 | -4 | 22
- Cc1ccc(C(=O)Nc2ccc(NC(=O)C(C)C)cc2)o1
 : . | -17 | 11
- CN(C)S(=O)(=O)Nc1ccc2c(c1)c1c(n2S(=O)(=O)N(C)C)CC(C)(C)CC1=O
 : . | -2 | -2
- CCN(CC)c1c(C)nc2ccc(C(=O)NCCc3ccccn3)cn12
 : 0 | -5 | -5
- Cc1cc(=O)n2c(n1)SCC2CC(=O)NCC1CCCO1 (stereo not drawn)
 : . | -4 | -5
- CCCCCCn1c(CN2CCOCC2)nc2c1c(=O)[nH]c(=O)n2C
 : . | -6 | 0
- CC(CCc1ccccc1)NC(=O)c1ccc(CN2CCn3cccc3C2c2ccoc2)o1 (stereo not drawn)
 : . | -11 | 19

# Next part:
canonical_smiles	mcGAS inh	hcGAS lum	NPYLR7 ag
O=S(=O)(c1ccc(S(=O)(=O)N2CC=C(c3ccccc3)CC2)cc1)C(F)F	.	-3	10
COCCN(Cc1nc(C(=O)NCCN2CCOCC2)cs1)C(=O)Nc1ccc(Cl)cc1	-4	-1	-5
COc1cc(OC)cc(C(=O)N2CCSC2c2ccccc2OCc2ccccc2)c1 (stereo not drawn)	-6	-9	-4
Cc1cccc(-n2nc(C(C)(C)C)cc2NC(=O)CN(CCC(C)C)C(=O)C(Cl)Cl)c1	-3	-3	0
CCOC(=O)c1c(NC(=O)c2cccc(Cl)c2)sc(C(=O)Nc2cccc(C(F)(F)F)c2)c1C	-7	-4	11
CNC(=O)CSc1nc2c(cnn2-c2cccc(Cl)c2)c(=O)[nH]1	-6	-3	.
COc1ccc(N2CC(C)Cn3c2nc2c3c(=O)n(CC(C)=O)c(=O)n2C)cc1 (stereo not drawn)	.	-1	-6
CC(=O)C1CN(C)CCC1(C)O (stereo not drawn)	.	-6	2
COc1ccc(OCC2CN(C(=O)COc3ccc(C)cc3)CCO2)cc1 (stereo not drawn)	.	-4	36
COc1ccc(NC(=O)CSc2nnc3n4ncnc4c4c5c(sc4n23)COC(C)(C)C5)cc1	-7	-3	4
CCOC(=O)c1nn(-c2ccc(C)cc2)c(=O)cc1N1CCN(c2ccccc2Cl)CC1	.	-7	6
CC(C)(C)NC(=O)CNC(=O)C(=O)Nc1cc(F)ccc1Cl	-17	-5	6
Cc1cc(C)n(CCCn2ccnc2-c2nc[nH]c2C)n1	-17	-3	12
CCOC(=O)C1(CCCc2ccccc2)CCN(C(=O)c2cnc(C)cn2)CC1	.	-8	4
CCOc1ccc(N2CCn3c2nc2c3c(=O)n(CC(C)C)c(=O)n2C)cc1	-2	1	2
COc1cccc(C(CC(=O)O)c2c[nH]c3ccccc23)c1OC (stereo not drawn)	.	0	-14
CCc1nc(N(CCC(=O)NCc2cccc(C(F)(F)F)c2)CCc2ccccc2)c2ccccc2n1	-5	1	12
O=C1C=CC(=O)C2C3c4ccccc4C(c4ccccc43)C12 (stereo not drawn)	.	-1	8
O=C(c1ccc2c(c1)OCCO2)N1CCc2sccc2C1c1ccccc1 (stereo not drawn)	-7	-3	4
Cc1c(C)n2c3c(=O)n(C)c(=O)n(C)c3nc2n1CCN1CCN(c2ccc(F)cc2)CC1	-7	-6	-3
C[C@@H]1CC[C@@]2(OC1)OC1CC3C4CC=C5C[C@@H](O)CC[C@]5(C)C4CC[C@]3(C)C1[C@@H]2C (stereo partly drawn)	.	-3	-4
CCN(CC)c1onc(-c2ccccc2)c1CN(CC1CCCO1)C(=O)Cc1ccccc1 (stereo not drawn)	-5	-8	4
CC(C)(C)n1ncc2c(=O)n(NC(=O)CC(c3ccccc3)c3ccccc3)cnc21	.	-5	2
CC(C)c1ncc(Cl)c(C(=O)N2CCN(C)CC2C)n1 (stereo not drawn)	.	-8	12
CCOC(=O)C1CCN(C(=O)CCN(Cc2ccco2)c2nc(Cc3cccc(OC)c3)ns2)CC1	-6	-14	-6
COc1ccc(CCN2CC(C(=O)NC3c4ccccc4-c4ccccc43)CCC2=O)cc1 (stereo not drawn)	.	-5	10
C=CCOCC(O)CN(Cc1cccc(C)c1)Cc1ccco1 (stereo not drawn)	-3	0	19
Cc1nc(NC(=O)NC2CCC(CC3CCC(NC(=O)Nc4n[nH]c(C)n4)CC3)CC2)n[nH]1 (stereo not drawn)	-4	-5	-1
Cc1ccc(NC(=O)CSc2nc(Cl)cc(N3CCN(C(=O)NC(C)C)C(C)C3)n2)cc1 (stereo not drawn)	-5	-3	10
O=C(CCc1ccccc1)NNC(=O)c1ccc(F)cc1	-1	2	4
CCCSc1ncccc1C(=O)Nc1cc(C(C)(C)C)nn1-c1cc(Cl)ccc1Cl	-6	-8	6
Cc1cc(C(=O)N2CCN(C(c3ccc(F)cc3)c3ccc(F)cc3)CC2)n(C(C)(C)C)n1	-6	-4	9
Fc1ccccc1C1c2[nH]c3ccccc3c2CCN1Cc1ccoc1 (stereo not drawn)	-4	-2	-6
O=C(c1ccco1)N1CCN(c2nccc(-c3cccs3)n2)CC1	-2	-2	-14
O=C(NCCNc1ccc(Nc2cccnc2)nn1)c1cccc(F)c1	-8	-10	1
